# From PubChem
# KOR beta-arrestin-1 – KOR antagonists, beta-arrestin recruitment, cell-based, luminescence, uHTS (AID 1778). inhibition, % at 10 µM; hits with a dose series show IC50 in µM. KOR beta-arrestin recruitment, luminescence, antagonist mode; higher % means a stronger effect. 290,000 tested, 0.091% active; further: strong numbers were not always called active
# KOR beta-arrestin-2 – kappa opioid receptor activators – cell-based, luminescence, uHTS, primary screen (AID 1777); one-dose activation, % at 10 µM; EC50 in µM for titrated hits; KOR beta-arrestin recruitment, luminescence; higher % means a stronger effect; 280,000 tested, 0.02% active; in the data active means activation above about 50%, passing the limit was not always enough; further: a part of the inactive calls stands beside numbers as strong as those of hits
# AID2073 – inhibitors of Mint1-CaV2.2 protein interaction, biochemical, HTRF (AID 2073). 290,000 tested, 0.19% active. HTRF protein-protein interaction, Mint1-CaV2.2; higher % means a stronger effect. inhibition, % at 20 µM, or IC50 in µM where a hit was titrated; in the data active means inhibition mostly above about 51%, no sharp cut-off; further: some results filed as inactive read as strong as hits
# HEK293 NOD2/NF-kB – inhibition of NOD2-driven NF-kB reporter – cell-based, luminescence, uHTS, HEK293 (AID 1566); HEK293 NOD2/NF-kB luciferase reporter, luminescence; higher % means a stronger effect; one-dose inhibition, % at 4 µM; EC50 in µM for titrated hits; 290,000 tested, 0.63% active; further: many of its hits are not listed in these tables
# HIV peptide binding – cell-free HIV fusion peptide-binding blockers – biochemical, uHTS, fluorescence dequenching, primary screen (AID 1986) | cell-free peptide binding, fluorescence dequenching, 30 min; higher % means a stronger effect | one-dose inhibition, % at 20 µM; IC50 in µM for titrated hits | 290,000 tested, 0.3% active; in the data active means inhibition mostly above about 52%, no sharp cut-off; inactive means mostly below about 76%; further: some results filed as inactive read as strong as hits
# Dengue-2 NS5 capping – flavivirus cap methylation enzyme inhibition – biochemical, confirmation dose response, primary screen (AID 588689); Dengue-2 NS5 methyltransferase capping enzyme assay, biochemical; higher % means a stronger effect; one-dose inhibition, % at 25 µM; IC50 in µM for titrated hits; 340,000 tested, 0.3% active; in the data active means a potency from the dose series
# Yfh1-off respiration – mitochondrial function rescue without frataxin homolog – Friedreich's ataxia, plus single-dose screen, dose response (AID 1465). S. cerevisiae Yfh1-off respiration, WST-1 reduction, 72 h; higher fold induction means a stronger effect. fold induction at 50 µM, or EC50 in µM where a hit was titrated. 220,000 tested, 0.074% active;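 active means fold induction of absorbance versus untreated yeast above a set limit, then at least 30% activation at any dose in follow-up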;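 further: activators that raise dye reduction in frataxin-depleted yeast; strong numbers were not always called active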
# NOD1 NF-kB reporter – NOD1 signaling inhibitors, primary screen, cell-based, luminescence, uHTS (AID 1578); NOD1-driven NF-kB luciferase reporter cells, luminescence; higher % means a stronger effect; inhibition, % at 4 µM; hits with a dose series show EC50 in µM; 290,000 tested, 1% active; in the data active means inhibition mostly above about 36%, no sharp cut-off; inactive means mostly below about 34%;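 further: HEK-293T reporter cells stimulated with the NOD1 agonist gamma-tri-DAP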
# West Nile antiviral – West Nile virus antiviral activity, cell-based, CPE readout (AID 1621). West Nile virus-infected cells, CPE inhibition; higher % means a stronger effect. CPE inhibition, % at 10 µM; hits with a dose series show IC50 in µM. 290,000 tested, 0.02% active; in the data active means a potency from the dose series; further: strong numbers were not always called active
# Dengue-2 NS5 capping pilot replicate – further read-out of Dengue-2 NS5 capping, marked with its call; inhibition, %; measured here: pilot screen replicate inhibition
# Numbers without * were called inactive; i = inactive; nt = no result given; [ ] = remark or other dose. Unless noted, no stated cut-off is given here; in the data, active means inhibition above about 50%; inactive means the rest.
# Preview (11 entries):
SMILES,KOR beta-arrestin-1,KOR beta-arrestin-2,AID2073,HEK293 NOD2/NF-kB,HIV peptide binding,Dengue-2 NS5 capping,Yfh1-off respiration,NOD1 NF-kB reporter,West Nile antiviral,others
COC(=O)c1ccc(NC(=O)c2cccnc2)cc1,-20.9%[20 µM],2.6%,7.1%,-9.2%,-0.9%,0.0%,nt,-26.9%,0.4%,
COc1ccccc1N(CC(=O)N(CC(C)C)CC(C)C)S(=O)(=O)c1cccs1,7.0%,1.2%,-4.4%,-12.1%,-1.1%,-11.6%,i,-29.0%,-2.3%,
CC(C)(C)NC(=S)NC(C)(C)C,29.7%,4.6%,-0.9%,15.3%,0.3%,2.6%,i,-8.7%,0.1%,
CN1CCN(Cc2cccc(Oc3ccc(Cl)cc3)c2)CC1,16.0%,-4.6%,-4.9%,-16.2%,0.0%,-4.2%,i,-45.0%,-0.4%,
COc1cc(OC)c(CN2CCN(c3ccc(F)cc3)CC2)cc1Br,21.7%,-0.4%,21.8%,5.8%,68.9%,-5.8%,i,-4.0%,-1.3%,
CCCc1c(C)[nH]c2nc3ccccc3n2c1=O,1.7%,-1.9%,12.6%,6.2%,-1.5%,-11.1%,nt,-4.3%,-0.6%,
CC1CCN(CC(=O)NCc2ccccc2)CC1,18.7%,0.3%,-6.8%,-2.6%,2.4%,-2.7%,i,-13.3%,0.2%,
O=C(CCCc1ccccc1)Nc1ccnn1C1CCN(Cc2ccccc2F)CC1,5.3%,4.8%,14.3%,-6.5%,2.6%,-1.3%,nt,-2.9%,-0.4%,
COc1cccc2cc(C(=O)N3CCN(c4ccccc4F)CC3)c(=O)oc12,-17.9%,-4.0%,-5.4%,8.7%,-3.5%,-6.6%,nt,6.4%,-0.3%,
Cc1cccc(NC(=S)N2CCC(N(C)CC3CCCO3)CC2)c1 (configuration not stated),-2.8%,-3.0%,-14.3%,-10.6%,1.4%,-4.8%,i,-30.4%,0.5%,
C/C(=N\Nc1nc2ccccc2[nH]1)c1ccc([N+](=O)[O-])cc1,7.2%,1.5%,40.4%,5.0%,-4.2%,-20.6%,i,-4.6%,-0.2%,

# The whole of this part, from the first entry:
SMILES,KOR beta-arrestin-1,KOR beta-arrestin-2,AID2073,HEK293 NOD2/NF-kB,HIV peptide binding,Dengue-2 NS5 capping,Yfh1-off respiration,NOD1 NF-kB reporter,West Nile antiviral,others
COC(=O)c1ccc(NC(=O)c2cccnc2)cc1,-20.9%[20 µM],2.6%,7.1%,-9.2%,-0.9%,0.0%,nt,-26.9%,0.4%,
COc1ccccc1N(CC(=O)N(CC(C)C)CC(C)C)S(=O)(=O)c1cccs1,7.0%,1.2%,-4.4%,-12.1%,-1.1%,-11.6%,i,-29.0%,-2.3%,
CC(C)(C)NC(=S)NC(C)(C)C,29.7%,4.6%,-0.9%,15.3%,0.3%,2.6%,i,-8.7%,0.1%,
CN1CCN(Cc2cccc(Oc3ccc(Cl)cc3)c2)CC1,16.0%,-4.6%,-4.9%,-16.2%,0.0%,-4.2%,i,-45.0%,-0.4%,
COc1cc(OC)c(CN2CCN(c3ccc(F)cc3)CC2)cc1Br,21.7%,-0.4%,21.8%,5.8%,68.9%,-5.8%,i,-4.0%,-1.3%,
CCCc1c(C)[nH]c2nc3ccccc3n2c1=O,1.7%,-1.9%,12.6%,6.2%,-1.5%,-11.1%,nt,-4.3%,-0.6%,
CC1CCN(CC(=O)NCc2ccccc2)CC1,18.7%,0.3%,-6.8%,-2.6%,2.4%,-2.7%,i,-13.3%,0.2%,
O=C(CCCc1ccccc1)Nc1ccnn1C1CCN(Cc2ccccc2F)CC1,5.3%,4.8%,14.3%,-6.5%,2.6%,-1.3%,nt,-2.9%,-0.4%,
COc1cccc2cc(C(=O)N3CCN(c4ccccc4F)CC3)c(=O)oc12,-17.9%,-4.0%,-5.4%,8.7%,-3.5%,-6.6%,nt,6.4%,-0.3%,
Cc1cccc(NC(=S)N2CCC(N(C)CC3CCCO3)CC2)c1 (configuration not stated),-2.8%,-3.0%,-14.3%,-10.6%,1.4%,-4.8%,i,-30.4%,0.5%,
C/C(=N\Nc1nc2ccccc2[nH]1)c1ccc([N+](=O)[O-])cc1,7.2%,1.5%,40.4%,5.0%,-4.2%,-20.6%,i,-4.6%,-0.2%,
Cc1ccc(CC(=O)Nc2cccc(C)n2)cc1,11.5%,-0.9%,13.8%,-16.1%,0.6%,2.4%,i,-13.4%,0.0%,

# The list goes on (2 carried over from the part before).
SMILES,KOR beta-arrestin-1,KOR beta-arrestin-2,AID2073,HEK293 NOD2/NF-kB,HIV peptide binding,Dengue-2 NS5 capping,Yfh1-off respiration,NOD1 NF-kB reporter,West Nile antiviral,others
C/C(=N\Nc1nc2ccccc2[nH]1)c1ccc([N+](=O)[O-])cc1,7.2%,1.5%,40.4%,5.0%,-4.2%,-20.6%,i,-4.6%,-0.2%,
Cc1ccc(CC(=O)Nc2cccc(C)n2)cc1,11.5%,-0.9%,13.8%,-16.1%,0.6%,2.4%,i,-13.4%,0.0%,
CCN(CC)CCNc1nc2c(c(=O)[nH]c(=O)n2C)n1CCCc1ccccc1,19.3%,-2.9%,12.8%,7.1%,-1.6%,-5.9%,nt,-22.2%,-1.0%,Dengue-2 NS5 capping pilot replicate=4.9
Cc1nnc(SCCn2c(N3CCCCC3)nc3c2c(=O)[nH]c(=O)n3C)s1,25.9%,-1.5%,-2.7%,10.0%,0.1%,-2.2%,i,-31.1%,-0.3%,
CC(=O)C1=C(O)C(=O)N(Cc2cccnc2)C1c1ccccc1Cl (configuration not stated),-2.8%,-7.1%,1.0%,12.7%,-0.6%,0.0%,i,1.1%,-0.2%,
Cc1cccc2sc(NC(=O)c3ccc(OCC4CCCO4)cc3)nc12 (configuration not stated),-89.2%[20 µM],4.3%,31.8%,-7.7%,0.0%,-1.5%,i,25.9%,-0.9%,
O=C(CSc1ccc2nnc(-c3ccc(F)cc3)n2n1)N1CCCc2ccccc21,-6.7%,0.1%,12.3%,7.7%,9.2%,0.7%,i,-32.6%,0.0%,
CC(C)N(Cc1ccccc1)C(=O)c1cccs1,-4.7%,1.2%,4.8%,12.2%,0.9%,-4.8%,nt,-6.1%,-0.5%,
COC(=O)c1cccc(NC(=O)Cc2nc(-c3ccccc3)sc2-c2ccc(C)cc2)c1,19.2%,0.7%,-23.5%,8.8%,3.4%,7.4%,i,-18.6%,0.0%,
COc1cc2c(cc1OC)C(c1ccncc1)CC(=O)N2 (configuration not stated),-32.0%,2.1%,10.7%,-0.6%,-0.3%,2.1%,i,-13.9%,0.3%,
O=C(c1ccccc1)c1ccc(OCCn2cnc3ccccc3c2=O)cc1,-10.8%,3.0%,1.3%,7.5%,-0.1%,-4.5%,i,26.5%,-0.9%,
Cc1nnc(Nc2ccc3c(c2)OCO3)c2ccccc12,16.2%,-3.4%,-4.2%,-28.5%,1.5%,6.8%,i,-32.9%,-0.2%,
CC(CN1CCCC1)C(=O)NN (configuration not stated),-1.8%,-4.0%,5.7%,-9.6%,-0.8%,-7.0%,i,-26.7%,12.4%,

# Some of the compounds tested. The share of hits here may be higher or lower than overall.
